V1aR counter: agonists of human V1a receptor, primary screen, counter-screen for OXTR agonist project, fluorescence, CHO-V1R cells; Vasopressin V1a receptor (Homo sapiens), P37288; Fluo-8 calcium fluorescence, agonist mode; 0% DMSO, 100% 3 nM vasopressin; activation, % at 3 µM; 0.25% of 320,000 active; AID 2797, 2010;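 active means activation above the mean activation of all tested compounds plus 3 SD, per screening run, cut at about 20% in these data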;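 further: signal is peak over basal fluorescence ratio across a 100 second FLIPR read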
PHOSPHO1 inh: PubChem AID 1565 | 1.1% of 290,000 active | Phosphoethanolamine/phosphocholine phosphatase (Homo sapiens), Q8TCT1 | inhibition, % at 13.3 µM | recombinant PHOSPHO1, absorbance phosphatase assay; in the data active means inhibition above about 60%
MEKK3 PB1 HTS: modulators of MEKK3-MEK5 PB1 binding, primary screen, biochemical, wildtype MEKK3, multiplex bead flow cytometry, Alexa488-MEK5; Mitogen-activated protein kinase kinase kinase 3 (Homo sapiens), Q99759; bead-based flow cytometry, Alexa488-MEK5 binding to MEKK3; actives lie on both sides; 0 = blocked by unlabeled MEK5, 100 = vehicle; binding response (% of control), % at 10 µM; 1.4% of 290,000 active; AID 1529, 2009;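 active means binding response more than 3 SD above or below the average of its plate-row segment, actives on both sides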;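 further: Alexa488 bead fluorescence after subtracting the streptavidin-only scavenger bead signal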
Target sequence (Q99759 whole entry, looked up): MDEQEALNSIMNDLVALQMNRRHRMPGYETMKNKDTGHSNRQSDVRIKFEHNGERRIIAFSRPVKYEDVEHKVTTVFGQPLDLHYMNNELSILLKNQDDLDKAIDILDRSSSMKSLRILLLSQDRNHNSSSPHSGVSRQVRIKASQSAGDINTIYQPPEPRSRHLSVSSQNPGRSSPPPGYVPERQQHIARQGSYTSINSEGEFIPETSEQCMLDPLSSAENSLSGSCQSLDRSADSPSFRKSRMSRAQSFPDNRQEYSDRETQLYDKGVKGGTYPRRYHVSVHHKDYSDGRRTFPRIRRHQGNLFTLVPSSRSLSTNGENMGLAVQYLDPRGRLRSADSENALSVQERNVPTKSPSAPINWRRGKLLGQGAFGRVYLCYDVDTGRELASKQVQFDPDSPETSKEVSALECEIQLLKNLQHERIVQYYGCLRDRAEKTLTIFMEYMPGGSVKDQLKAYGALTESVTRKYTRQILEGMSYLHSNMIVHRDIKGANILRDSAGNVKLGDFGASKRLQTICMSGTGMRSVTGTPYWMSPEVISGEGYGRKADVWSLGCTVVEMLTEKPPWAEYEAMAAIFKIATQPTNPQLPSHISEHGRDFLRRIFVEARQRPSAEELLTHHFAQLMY
GalR3 antag: GalR3 antagonists in HEK293 cells, primary screen, cell-based, fluorescence readout; Galanin receptor type 3 (Homo sapiens), O60755; HEK293 GalR3-CNG cAMP membrane potential fluorescence; galR3 body fused to GalR1 C-terminus; inhibition, % at 3 µM; 0.44% of 360,000 active; AID 651719, 2012;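 active means inhibition above the screen-wide average plus 3 SD, cut at about 13% in these data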;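 further: forskolin and galanin both at EC90 stimulate the cells; cAMP rise reported by CNG channel membrane potential dye signal; 0% = forskolin plus galanin with DMSO and 100% = forskolin alone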
NALP1 inh: NALP1 inflammasome inhibitors in reconstituted yeast, colorimetric, S. cerevisiae, triplicate retest; inhibition, % at 10 µM; AID 2071, 2009; S. cerevisiae NALP1/ASC/caspase-1 growth, X-gal OD620, 72 h; 0.61% of 280,000 active; in the data active means inhibition mostly above about 24%, no sharp cut-off; inactive means mostly below about 32%; further: some compounds called inactive have numbers as strong as hits
OXTR agonist: human OXTR agonists, primary screen, fluorescence, CHO-OTR cells, Fluo-8 calcium; 0.32% of 320,000 active; Fluo-8 calcium fluorescence; normalized: DMSO 0%, oxytocin 100%; AID 2435, 2010; activation, % at 3 µM;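 active means activation above the mean of all tested compounds plus 3 SD, cutoff set per screening run, cut at about 20% in these data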;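 further: peak over basal fluorescence ratio from a 100 s FLIPR kinetic read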
GPR7 antagonist: GPR7 receptor antagonists, primary screen, cell-based, fluorescence, single concentration. Neuropeptides B/W receptor type 1 (Homo sapiens), P48145. GPR7-expressing cells, fluorescence antagonist assay. inhibition, % at 4.4 µM. 1.1% of 290,000 active; in the data active means inhibition above about 16%, passing the limit was not always enough;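 further: cells stimulated with the agonist NPW; 0% = agonist with vehicle and 100% = vehicle without agonist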
Target sequence (P48145 whole entry, looked up): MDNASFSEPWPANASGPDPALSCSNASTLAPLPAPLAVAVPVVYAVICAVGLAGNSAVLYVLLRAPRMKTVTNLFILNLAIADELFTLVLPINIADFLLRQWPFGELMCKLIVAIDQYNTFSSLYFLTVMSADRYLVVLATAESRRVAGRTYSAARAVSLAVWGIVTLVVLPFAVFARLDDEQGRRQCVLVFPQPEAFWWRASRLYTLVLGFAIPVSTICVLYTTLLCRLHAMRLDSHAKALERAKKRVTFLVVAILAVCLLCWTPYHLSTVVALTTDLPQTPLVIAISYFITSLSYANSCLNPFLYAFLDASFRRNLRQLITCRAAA
MEKK2 mut-MEK5: MEK5 binding signal on mutant MEKK2 PB1, primary screen, biochemical, multiplex bead flow cytometry, Alexa488-MEK5. AID 1530, 2009. Alexa488-MEK5 binding to MEKK2 mutant. percent response, % at 10 µM. 0.35% of 290,000 active; in the data active means percent response above about 24%, passing the limit was not always enough; further: inactives centre near 1; some results filed as inactive read as strong as hits; reference of the scale not given here
MEKK2wt PB1 HTS: modulators of MEK5 binding to wildtype MEKK2, primary screen, biochemical, multiplex bead flow cytometry, Alexa488-MEK5; binding response (% of control), % at 10 µM; Mitogen-activated protein kinase kinase kinase 2 (Homo sapiens), Q9Y2U5; AID 1531, 2009; Alexa488-MEK5 binding to MEKK2 WT; actives lie on both sides; 1.1% of 290,000 active; in the data active means binding response below about 67% or above about 130%
* = called active by the depositor; . = no result given; [ ] = another dose, or the depositor's remark. Not a hit list (roughly 5.4% active in at least one column).

SMILES	V1aR counter	PHOSPHO1 inh	MEKK3 PB1 HTS	GalR3 antag	NALP1 inh	OXTR agonist	GPR7 antagonist	MEKK2 mut-MEK5	MEKK2wt PB1 HTS
CC(Oc1cccc(Cl)c1)C(=O)NCCCCc1ccccc1 (configuration not stated)	-0.9	0	100	-4	0	-2.0	-4	-1	98
Cc1ccc(S(=O)(=O)N(C)CC(=O)OCc2nnc(-c3ccccc3)o2)cc1	1.3	-16	101	1	28	-0.8	7	4	106
O=C(c1ccc(Cl)cc1)C1CCCN(Cc2cccn2-c2cccnc2)C1 (configuration not stated)	0.4	-22	104	-1	-5	-1.3	-11	-10	105
COc1ccc2c(c1)c(=O)c(C(=O)O)c(-c1ccc3c(c1)OCO3)n2C	0.3	1	92	4	40	1.0	-5	-2	96
O=C(CN1C2CCC1CC(NC(=O)Nc1ccccc1)C2)NCc1ccco1 (configuration not stated)	0.8	7	98	-3	10	1.2	-2	2	99
O=C(Nc1ccccc1Br)c1cc[n+]([O-])cc1	0.1	23	100	-9	18	0.1	-9	4	105
CC(C)OP(=O)(OC(C)C)C(C)NC(=O)Cc1ccccc1 (configuration not stated)	1.2	24	99	-10	-14	-0.6	2	-3	91
Cc1ccc(/C=C/C(=O)O)cc1S(=O)(=O)NCCCO	1.0	29	105	-2	31	-0.2	-6	10	106
CCCS(=O)(=O)N1CCCC(C(=O)NCCCOCC)C1 (configuration not stated)	3.6	34	102	-3	9	0.2	-1	-1	100
CC(C)[C@H](NC(N)=O)C(=O)NCCc1ccc(Cl)cc1	-1.1	21	99	-3	-7	-0.2	-2	-4	97
O=C(CSc1nc2cc3c(cc2c(=O)n1CCC1=CCCCC1)OCO3)NCc1ccco1	0.1	37	.	-6	0	0.2	-8	.	.
Cc1cc(NC(=O)CSc2nc3ccccc3n2CCC#N)no1	0.1	32	108	8	0	1.2	-13	0	98
CCN(CC)c1ccc(/C=C(/C#N)c2nc3ccccc3[nH]2)c(OC(C)C)c1	44*	28	96	-7	-9	51*	6	9	71
CC(C)CCNC(=O)c1ccc2c(SCC(=O)O)c3c(nc2c1)CCC3	0.2	32	55	0	.	0.9	-5	-19	57
CC1CCN(C(=O)c2ccc(COc3ccccc3Cl)o2)CC1	-1.6	-6	103	-5	13	-2.1	2	2	101
CCOC(=O)Nc1cc(C)ccc1OC	1.0	-6	101	9	20	0.1	2	1	100
CC(C)Oc1ccc(C(=O)/C=C2/C(=O)Nc3ccccc32)cc1	0.9	29	99	-3	-47	-0.8	17	0	99
CC(=O)Nc1cc(-c2nn(C)c(=O)c3ccccc23)ccc1N1CCCCC1	0.1	24	96	-4	0	-1.4	5	-4	94
CCOC(=O)C1=C(CNC(C)(C)CC(C)(C)C)NC(=O)NC1c1cccc([N+](=O)[O-])c1 (configuration not stated)	1.3	39	97	0	2	1.0	3	-2	93
Cn1c(SCC(=O)Nc2ccc3c(c2)oc2ccccc23)nnc1-c1ccccc1	1.4	-14	78	-8	-9	1.2	-15	-10	75
Cc1ccc(SCC(=O)NC(=O)Nc2ccc3c(c2)OCCO3)c(C)c1	-0.8	-1	98	5	21	-0.3	-6	4	110
O=c1[nH]c2ccccc2cc1CN(Cc1ccco1)S(=O)(=O)c1ccccc1	6.9	22	96	-6	2	5.4	-10	-2	96
CCn1c(O)c(/C=C2\C=Nc3ccccc32)sc1=Nc1ccc(C)cc1	-0.8	8	80	-2	3	0.0	1	-7	78
O=C(COc1ccc(S(=O)(=O)N2CCOCC2)cc1Cl)NCc1ccco1	2.2	11	101	-9	2	2.0	7	-6	97
CC1Cc2ccccc2N1C(=O)c1cnc2n(c1=O)CCS2 (configuration not stated)	0.2	-1	102	.	1	-0.3	-6	1	103

Continuation.
SMILES	V1aR counter	PHOSPHO1 inh	MEKK3 PB1 HTS	GalR3 antag	NALP1 inh	OXTR agonist	GPR7 antagonist	MEKK2 mut-MEK5	MEKK2wt PB1 HTS
CNc1nc(N)c([N+](=O)[O-])c(Nc2cccc(F)c2)n1	2.5	24	109	-4	8	0.3	-12	6	105
N/C(=N\OS(=O)(=O)c1ccc2ccccc2c1)c1ccccn1	.	17	106	1	-9	.	-1	-1	105
Cc1ccc(NC(=O)C2OCCc3ccccc32)cc1Cl (configuration not stated)	7.3	38	97	-5	-11	-2.1	-7	-4	91
COc1ccc(-n2ccnc2SCC(=O)NCc2ccccc2)c(OC)c1	1.4	-10	96	1	-14	-1.0	-8	-9	98
O=[N+]([O-])c1cccc(-n2nncc2-c2ccccc2)c1	0.7	-6	103	-7	6	-0.7	-16	2	103
Cc1cc2c(c(=O)n1CCc1ccccc1)C(C(C)C)C(C#N)=C(N)O2 (configuration not stated)	2.2	3	108	-5	.	-0.4	1	2	110
O=Cc1c(Nc2cccc(C(F)(F)F)c2)nc2ccccn2c1=O	0.2	36	99	-8	13	-0.2	-14	0	102
N#C/C(=C\c1ccncc1)c1nc2c(s1)CCCC2	2.7	16	94	-2	-3	-0.3	-6	-3	98
CC(C)c1ccc(/C=N/NC(=O)c2cccc(S(=O)(=O)N3CCOCC3)c2)cc1	0.6	28	74	5	3	-1.4	-5	-14	83
COc1ccc(NC(=O)c2ccc(N(C)S(C)(=O)=O)cc2)cc1OC	0.3	15	97	-11	8	0.8	3	0	96
Clc1ccc(Cn2cccn2)cn1	0.9	32	106	-3	-2	0.1	-17	5	107
O=C1CC(c2ccc(F)cc2)SC(N(c2ccccc2)c2ccccc2)=N1 (configuration not stated)	-0.4	9	94	-5	28	-3.3	-2	-3	89
O=C(C1CCCCC1)N1CCN(c2nc(-c3ccc(F)cc3)cs2)CC1	-0.3	-8	119	-5	5	-0.8	-9	1	112
CCN(CC(=O)NCc1ccc(F)cc1)C(=O)Cc1c(F)cccc1Cl	0.4	20	102	-6	13	0.8	-9	0	98
Cc1n[nH]c(=S)n1/N=C/c1ccccc1	0.2	-18	88	1	28	0.2	-5	-4	92
N#Cc1c(NC(=O)Cn2c(=O)oc3ccccc32)oc(-c2ccccc2)c1-c1ccccc1	0.9	-14	104	-1	25	-0.1	-15	1	101
COc1ccc(-c2c(C)nc3c(-c4ccccn4)cnn3c2N)cc1	.	.	100	-13	18	.	8	3	101
O=c1c2ccccc2oc2ncccc12	1.1	-30	103	-4	15	0.1	11	4	103
O=C(COC(=O)CCc1ccc(S(=O)(=O)N2CCOCC2)cc1)Nc1cccc(Cl)c1	6.7	37	100	-6	-2	5.9	1	-4	97
O=Cc1cccc(Oc2ncccn2)c1	0.0	-8	103	-3	-6	1.7	-19	-1	102
CCc1noc(C)c1C(=O)Nc1nc(-c2ccc(Cl)cc2Cl)c(C)s1	0.0	-26	100	-1	-5	0.2	-4	2	101
Cc1nnsc1C(=O)NC(C)C12CC3CC(CC(C3)C1)C2 (configuration not stated)	-1.4	0	100	-7	6	-2.2	2	1	101
COc1cccc(Nc2nc3ccccc3n3nnnc23)c1	-1.0	15	2.0*[inhibitor]	-5	-2	-2.4	6	-14	3.0*[inhibitor]
Cn1nnc2cc(C(=O)Nc3ccc4ccccc4c3)ccc21	1.4	29	105	-2	3	2.5	-1	-8	92
CC1=CC2(O)OCCN(CCO)C2=CC1=O (configuration not stated)	0.3	-10	85	-5	6	1.0	5	9	99

Record cards, as listed above. Values in the order: V1aR counter | PHOSPHO1 inh | MEKK3 PB1 HTS | GalR3 antag | NALP1 inh | OXTR agonist | GPR7 antagonist | MEKK2 mut-MEK5 | MEKK2wt PB1 HTS
`O=C(c1ccc(Cl)cc1)C1CCCN(Cc2cccn2-c2cccnc2)C1` (configuration not stated) is listed with 0.4 | -22 | 104 | -1 | -5 | -1.3 | -11 | -10 | 105
`Clc1ccc(Cn2cccn2)cn1` is listed with 0.9 | 32 | 106 | -3 | -2 | 0.1 | -17 | 5 | 107
`CC1Cc2ccccc2N1C(=O)c1cnc2n(c1=O)CCS2` (configuration not stated) is listed with 0.2 | -1 | 102 | . | 1 | -0.3 | -6 | 1 | 103

Structures above marked active in MEKK2wt PB1 HTS:
mol	PHOSPHO1 inh	MEKK3 PB1 HTS	GalR3 antag	NALP1 inh	GPR7 antagonist	MEKK2 mut-MEK5	MEKK2wt PB1 HTS
COc1cccc(Nc2nc3ccccc3n3nnnc23)c1	15	2.0*[inhibitor]	-5	-2	6	-14	3.0*[inhibitor]

Additional results.
SMILES	V1aR counter	PHOSPHO1 inh	MEKK3 PB1 HTS	GalR3 antag	NALP1 inh	OXTR agonist	GPR7 antagonist	MEKK2 mut-MEK5	MEKK2wt PB1 HTS
CSc1nccc(Oc2cncc(Cl)c2)n1	0.2	0	96	-2	31	-1.1	-4	-3	95
COc1ccc(OCc2nnc(SCC(=O)NCc3ccco3)o2)cc1	-1.5	1	89	1	-10	-0.6	-13	-7	87
COc1ccc(Nc2cc(C)c3ccccc3n2)cc1	-1.4	9	102	-7	17	-0.4	-2	3	103
O=C1C2C3C=CC(CO)(O3)C2C(=O)N1c1ccc(-c2ccccc2)cc1 (configuration not stated)	2.2	-8	84	.	29	2.0	-4	-12	82
O=C(NCc1csc(-c2cccs2)n1)Nc1cccc(Cl)c1	0.1	13	107	4	20	-2.3	-9	4	104
COc1cc(C(=O)NC2CCCCC2)ccc1OC1CCN(C(C)=O)CC1	-0.4	8	107	-10	11	0.1	-19	6	110
Cc1cc(C)cc(N(CC(=O)NC2CCCCC2)C(=O)c2csnn2)c1	0.2	-4	101	-10	1	-0.5	7	4	101
CC(C)CCNC(=O)CN(CCCN1CCOCC1)C(=O)Cn1nnc(-c2ccc(F)cc2)n1	0.1	1	102	-5	-4	-0.9	-9	7	104
O=C(O)C1CCC1C(=O)Nc1nc(-c2ccc(Cl)s2)cs1 (configuration not stated)	0.8	-41	104	-4	-6	-1.2	-13	4	102

Among those listed so far, three contain an NH in an aromatic ring.
SMILES	V1aR counter	PHOSPHO1 inh	MEKK3 PB1 HTS	GalR3 antag	NALP1 inh	OXTR agonist	GPR7 antagonist	MEKK2 mut-MEK5	MEKK2wt PB1 HTS
CCN(CC)c1ccc(/C=C(/C#N)c2nc3ccccc3[nH]2)c(OC(C)C)c1	44*	28	96	-7	-9	51*	6	9	71
O=c1[nH]c2ccccc2cc1CN(Cc1ccco1)S(=O)(=O)c1ccccc1	6.9	22	96	-6	2	5.4	-10	-2	96
Cc1n[nH]c(=S)n1/N=C/c1ccccc1	0.2	-18	88	1	28	0.2	-5	-4	92

Part of the list above in a different format.
compound | V1aR counter | PHOSPHO1 inh | MEKK3 PB1 HTS | GalR3 antag | NALP1 inh | OXTR agonist | GPR7 antagonist | MEKK2 mut-MEK5 | MEKK2wt PB1 HTS
COc1cc(C(=O)NC2CCCCC2)ccc1OC1CCN(C(C)=O)CC1 | -0.4 | 8 | 107 | -10 | 11 | 0.1 | -19 | 6 | 110
Cc1cc(C)cc(N(CC(=O)NC2CCCCC2)C(=O)c2csnn2)c1 | 0.2 | -4 | 101 | -10 | 1 | -0.5 | 7 | 4 | 101
